Bioassay records: PubChem, several laboratories
MITF act – activators of MITF-driven TRPM1 promoter reporter, primary screen, cell-based, SK-MEL-5, luciferase, single point; SK-MEL-5 TRPM1-promoter luciferase, 24 h; % of positive control, neutral wells = 0; activation, % at 12.5 µM; 300,000 tested, 0.75% active;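 active = mean activation of at least 80% with every replicate also reaching 80%; inconclusive = mean reaches 80% but some replicate falls short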;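 note: 0% = neutral control wells and 100% = parthenolide positive control wells; values of inactives mirror those of a sister screen read the other way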
CAL PDZ FP-1 – CAL PDZ peptide-binding inhibitors, primary screen, biochemical, fluorescence polarization, Cer-tagged CAL PDZ, HTS; Golgi-associated PDZ and coiled-coil motif-containing protein (Homo sapiens), Q9HD26; purified CAL PDZ, TMR-peptide fluorescence polarization, 1 h; inhibition, % at 20 µM; 330,000 tested, 0.02% active; AID 504414, 2011;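 active = highest replicate inhibition of at least 40%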;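 note: plate controls were DMSO neutral control wells for no effect and unlabeled competitor peptide control wells for full effect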
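material = purified tagged CAL PDZ domain construct (CerCALP) | buffer or medium = sodium phosphate/NaCl buffer pH 7.4 with TCEP, IgG, Thesit | reagent = TMR-labelled reporter peptide T*-PRC34 bound in PDZ groove | incubation = 1 h room-temperature incubation prior to read | measured by = fluorescence polarization (mP) | evaluation = percent inhibition from loss of millipolarization | control set = unlabelled peptide and DMSO controls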
Wnt bcat act – Wnt/beta-catenin pathway activators, primary screen, cell-based, plate reader, single point. Wnt/beta-catenin reporter cell assay, activator. activation, % at 9.35 µM. 300,000 tested, 1.2% active; in the data active = activation above about 30%, passing the limit was not always enough; inconclusive = no clear call, values can overlap the other calls;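 note: 0% = neutral control wells and 100% = positive control wells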
E coli growth – E. coli V3065 growth inhibition, primary screen, counter-screen for AddAB inhibitor project, absorbance, OD600; 18 h; inhibition, % at 11.9 µM; 330,000 tested, 0.27% active; AID 449728, 2010;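 active = inhibition above the campaign's mean inhibition across all tested compounds plus 3 SD, cut at about 9.9% in these data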;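 note: uninfected addAB+ strain grown without phage in ampicillin broth; 0% = DMSO wells and 100% = ciprofloxacin 0.95 µg/ml wells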
Tat export inh – E. coli Tat export inhibitors, primary screen, MC4100, TorA-mCherry reporter, fluorescence, single point; inhibition, % at 10 µM; 340,000 tested, 0.036% active;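 active = mean replicate inhibition at least 50% and at least half of replicates individually reaching 50%; inconclusive = only one of the two criteria met; inactive = neither criterion met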;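 note: exported cargo escapes ClpAP degradation while cytoplasmic cargo is degraded and loses fluorescence; 0% = median of neutral control wells and 100% = median of NaSCN control wells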
SR-BI DiI inh – inhibitors of SR-BI mediated HDL lipid uptake, primary screen, ldlA[mSR-BI] cells, fluorescence, single point. ldlA[mSR-BI] CHO cells, DiI-HDL uptake fluorescence, 3 h. inhibition, % at 12.5 µM. 320,000 tested, 0.96% active;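 active = mean replicate inhibition of at least 70% and a set share of replicates each scoring 70 or more; inconclusive = meets just one of the two criteria; inactive = fails both criteria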;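 note: 0% = median of neutral control wells and 100% = median of positive control wells; values of inactives mirror those of a sister screen read the other way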
Target sequence (Q61009 whole entry, looked up): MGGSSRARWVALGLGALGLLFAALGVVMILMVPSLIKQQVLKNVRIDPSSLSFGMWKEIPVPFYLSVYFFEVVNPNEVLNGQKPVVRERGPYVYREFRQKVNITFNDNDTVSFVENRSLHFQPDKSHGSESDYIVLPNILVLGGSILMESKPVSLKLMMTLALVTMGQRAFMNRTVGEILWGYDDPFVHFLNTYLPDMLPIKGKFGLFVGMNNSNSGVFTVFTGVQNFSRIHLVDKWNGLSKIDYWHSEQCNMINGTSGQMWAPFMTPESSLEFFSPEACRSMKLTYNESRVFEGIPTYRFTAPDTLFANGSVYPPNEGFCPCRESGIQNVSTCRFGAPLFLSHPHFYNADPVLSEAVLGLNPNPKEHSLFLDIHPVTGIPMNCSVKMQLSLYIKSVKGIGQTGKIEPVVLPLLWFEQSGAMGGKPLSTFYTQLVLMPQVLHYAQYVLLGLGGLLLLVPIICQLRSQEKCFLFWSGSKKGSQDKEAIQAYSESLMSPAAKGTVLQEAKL
phage Ecoli inh – growth loss of phage-infected E. coli, primary screen, RecBCD inhibitor project, absorbance, with phage, HTS | inhibition, % at 11.9 µM | 360,000 tested, 0.26% active; in the data active = inhibition above about 11%
SR-BI uptake up – activators of SR-BI mediated DiI-HDL uptake, primary screen, ldlA[mSR-BI] CHO cells, DiI fluorescence; 320,000 tested, 0.096% active; 3 h; 100 = double the neutral-control signal; activation, % at 12.5 µM; AID 504775, 2011;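 active = mean replicate activation of at least 60% and every replicate at or above 60%; inconclusive = mean or all-replicate condition met, but not both; inactive = mean below 60% and not all replicates reaching 60%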;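 note: 0% = median plate neutral-control signal and 100% = twice that signal; values of inactives mirror those of a sister screen read the other way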
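System: LDL receptor-deficient CHO ldlA cells overexpressing murine SR-BI | Timing: 3 h uptake period with compound, 37 °C | Medium: HEPES-buffered (25 mM, pH 7.4) F12 plus 0.5% BSA | Dosing: Single-point compound dose | Signal: Bottom-read fluorescence, 550/595 nm | Read-out: Retained DiI signal reflecting DiI-HDL uptake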
CAL PDZ FP-2 – untagged CAL PDZ binding inhibitors, primary screen, biochemical, fluorescence polarization, HTS | Golgi-associated PDZ and coiled-coil motif-containing protein (Homo sapiens), Q9HD26 | purified CAL PDZ, TMR-peptide fluorescence polarization, 1 h | inhibition, % at 24.9 µM | 300,000 tested, 0.92% active | AID 602252, 2012;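 active = mean inhibition of at least 30% with at least half of replicates also reaching 30%; inconclusive = no clear call, values can overlap the other calls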;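 note: 0% = DMSO neutral control and 100% = excess unlabeled competitor peptide PRC23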
AddAB inh – growth inhibition of E. coli expressing H. pylori AddAB, primary screen, AddAB inhibitor project, absorbance; 330,000 tested, 0.29% active; inhibition, % at 11.9 µM; in the data active = inhibition above about 12%;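 note: 0% = vehicle wells of infected cells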
* marks the source's active call; other numbers are inactive results; ? = inconclusive; nt = no result given.

Every second line gives: MITF act, CAL PDZ FP-1, Wnt bcat act, E coli growth, Tat export inh, SR-BI DiI inh, phage Ecoli inh, SR-BI uptake up, CAL PDZ FP-2, AddAB inh
> COc1ccccc1CNC(=O)CCC(=O)Nc1nnc(C)s1
  7, nt, -3, -1.0, -11, -25, 1.4, 25, -3, -2.9
> CC(C)Cn1c(SCC(=O)N2CCc3ccccc3C2)nc2cc(Cl)ccc2c1=O
  10, -1.2, -3, 2.6, 1, -24, 1.2, 24, 0, 1.0
> Cc1ccc(N/C(N)=N/c2nc(C)cc(C)n2)cc1
  20, -1.9, -8, 3.0, -10, 2, 6.2, -2, -2, 3.8
> CCC(C)NC(=O)CNC(=S)N(Cc1ccccc1)Cc1cccnc1 (centres undefined)
  7, -0.1, -1, -0.2, 2, -14, 1.8, 14, 0, 0.3
> N/C(=N\OS(=O)(=O)c1ccc(Br)cc1)c1ccncc1
  -5, -0.1, -2, 2.4, 6, 17, 2.6, -17, nt, 3.9
> Cc1cc(NC(=O)c2cc(-c3cccs3)on2)nn1Cc1ccc(Cl)cc1
  -7, nt, nt, -0.1, 4, ?, 5.1, -71, 0, 2.4
> CCc1ccc(Nc2nnc(SC3CCOC3=O)s2)cc1 (centres undefined)
  -12, -2.2, 1, 2.0, -3, -7, 0.3, 7, -2, 2.5
> COC(=O)c1cc(S(=O)(=O)N(C)C2CCCCC2)cn1C
  0, -0.2, -1, 0.8, 10, -11, -4.8, 11, -2, 0.7
> Cc1cc(C)c([N+](=O)[O-])cc1NC(=O)CCSc1ccccc1Cl
  19, -2.8, 0, 0.3, 2, 38, 3.0, -38, 1, 1.8
> Cc1ccc2nc(-c3cccnc3SCC(=O)N3c4ccccc4CC3C)[nH]c2c1 (centres undefined)
  34, -4.3, -1, 3.9, 7, 48, 5.5, -48, 1, -1.3
> CC(=O)NCCC(=O)Nc1cc(S(=O)(=O)Nc2ccc(Cl)cc2)ccc1N1CCCC1
  -5, -0.7, 0, -2.2, 9, 0, 0.2, 0, -3, -1.3
> CCN(CC)S(=O)(=O)c1c(Br)cc(C)cc1Br
  5, -1.5, -2, -0.9, -1, 9, 1.6, -9, -2, 2.1
> CCC(C)(C#CCN1CCCCC1)OCCC#N (centres undefined)
  12, -0.1, nt, -0.5, -4, -20, 0.1, 20, -3, 2.3
> CCCCN1C(=O)C(=O)N(CC(=O)c2ccc[nH]2)C1=O
  16, -2.2, -1, 1.6, -1, -2, 2.2, 2, 0, 1.9
> COc1ccc2[nH]c(=O)c(CN(C(=O)c3ccccn3)C3CCCCC3)cc2c1
  8, -2.1, -1, 2.1, -7, -2, 1.4, 2, -1, 3.5

Grouped by structure, the entries above with bromine (two)
Every second line gives: MITF act, CAL PDZ FP-1, Wnt bcat act, E coli growth, Tat export inh, SR-BI DiI inh, phage Ecoli inh, SR-BI uptake up, CAL PDZ FP-2, AddAB inh
> N/C(=N\OS(=O)(=O)c1ccc(Br)cc1)c1ccncc1
  -5, -0.1, -2, 2.4, 6, 17, 2.6, -17, nt, 3.9
> CCN(CC)S(=O)(=O)c1c(Br)cc(C)cc1Br
  5, -1.5, -2, -0.9, -1, 9, 1.6, -9, -2, 2.1

The list goes on.
Every second line gives: MITF act, CAL PDZ FP-1, Wnt bcat act, E coli growth, Tat export inh, SR-BI DiI inh, phage Ecoli inh, SR-BI uptake up, CAL PDZ FP-2, AddAB inh
> CC(C)CNC(=O)c1cccc(NC(=O)c2ccc(NC(=O)c3ccco3)cc2)c1
  8, -2.6, nt, 0.9, -1, 70, 0.9, -70, -4, 1.8
> CN(C(=S)NC(=O)c1ccc(Br)o1)c1ccccc1
  -16, -0.9, nt, -2.4, 4, -23, 2.6, 23, 2, 2.2
> COc1ccc(S(=O)(=O)Nc2ccc3c(c2)OCO3)cc1OC
  12, -0.6, 0, -2.1, -10, -9, -0.1, 9, -3, 0.7
> COc1ccc(N(CC(=O)N/N=C/c2cccs2)S(=O)(=O)c2ccccc2)cc1
  2, -3.3, -6, 0.1, -3, 7, 4.1, -7, -1, -0.8
> CC(C)c1ccc(S(=O)(=O)N2CCC(C(=O)N3CCC3)CC2)cc1
  -11, -2.4, 3, -0.3, -4, -25, 0.2, 25, -1, 2.4
> Cn1c(=O)c2[nH]c(-c3cccnc3)nc2n(C)c1=O
  -2, -0.9, nt, 3.2, 7, -5, 2.1, 5, nt, 3.3
> CN=c1scc(C)n1/N=C/c1ccc2c(c1)OCO2
  6, 1.2, nt, -0.3, 3, 4, 2.2, -4, 1, 1.6
> CN(C)S(=O)(=O)c1ccc(Nc2ccc(-c3ccc4c(c3)OCCO4)nn2)cc1
  37, -0.4, 1, 0.7, 0, 19, 2.2, -19, 1, 3.7
> COCCCNS(=O)(=O)c1ccc(C)cc1
  -21, 0.0, -9, -1.0, 1, 1, 3.7, -1, -3, 3.9
> COc1cccc(C(=O)NCCS(=O)(=O)NCC2CCCO2)c1 (centres undefined)
  3, -2.3, 1, 0.8, -3, -27, 3.8, 27, -5, -0.2
> CC(C)(C)c1nnc(NC(=O)CCS(=O)(=O)Cc2ccccc2)s1
  -5, -1.7, -2, 0.4, 5, nt, 0.7, nt, -3, 1.9
> CCn1c(-c2ccccc2)ccc(C#N)c1=O
  nt, -4.9, nt, -1.4, -10, nt, 3.7, nt, 2, 2.0
> Cc1ccc(N(C)S(=O)(=O)c2cccc(C(=O)NCC(c3cccs3)N3CCOCC3)c2)cc1 (centres undefined)
  -6, -4.8, 1, 1.0, 10, 23, 2.4, -23, -7, -3.8
> CCCCCCn1c(Br)nc2c1c(=O)n(C)c(=O)n2C
  7, -1.5, 0, 0.0, 3, -1, -0.3, 1, -5, -0.2
> COc1ccc(OCc2ccc(-c3nc4ccccc4c(=O)n3N)o2)cc1
  65, -2.3, -1, -0.2, 6, 31, 0.1, -31, -1, 0.5
> CCOC(=O)c1ccc(Nc2ncnc3nc[nH]c23)cc1
  121*, -1.3, 56*, 2.1, -7, -2, 5.1, 2, -2, 0.8
> CC1(C)O[C@@H]1COc1c2ccoc2cc2oc(=O)ccc12
  -5, -0.2, 2, -2.2, -11, 0, 3.6, 0, -4, 3.0
> O=C(CCC(=O)c1cccs1)Nc1ccc(N2CCCCC2)cc1
  14, -1.4, -2, -4.1, 9, 12, 1.7, -12, nt, -2.3
> NC(=O)CC(NC(=O)Cc1ccc(Cl)cc1)c1ccc(NCc2ccccc2)c([N+](=O)[O-])c1 (centres undefined)
  11, 0.4, 2, -0.3, -1, -23, 1.3, 23, -2, 1.7
> CCN(CC)C(=S)Nc1c(C)n(C)n(-c2ccccc2)c1=O
  9, -13, 0, -0.9, -2, -2, 2.4, 2, 4, 3.4
> Cc1ccccc1-n1c(SC/C(O)=C(\C#N)c2nc3ccccc3[nH]2)nnc1-c1ccncc1
  nt, -2.5, -5, -0.8, 0, 17, 2.4, -17, -7, 2.4
> CC(=O)NCCc1nc2cc(NC(=O)c3ccc(Cl)cc3)ccc2n1C
  28, -0.1, 23, 0.3, -9, 13, 0.4, -13, 9, 0.3
> Cc1ccc(C(=O)C2CCN(CC(=O)NCc3ccc(F)cc3)CC2)cc1
  -1, -1.4, -1, -1.1, 2, 8, 3.2, -8, -15, -2.7
> COc1cccc(CC(NC(C)=O)C(=O)NC2CCN(c3c(Cc4ccccc4)c(C)nc4ncnn34)CC2)c1 (centres undefined)
  -3, -0.7, nt, -1.4, -8, -11, 0.9, 11, -3, -2.1
> CC(C)(C)C1CCC(=NNC(=O)c2ccccc2-n2cccc2)CC1 (centres undefined)
  -10, -1.2, -2, -1.8, 0, -121, 2.0, ?, -1, 0.8
> O=C(CN=C1NS(=O)(=O)c2ccccc21)OCC(=O)c1cc(F)ccc1F
  -10, -0.6, 0, 4.1, -2, 3, 4.6, -3, nt, 3.7
> CCn1c(COc2ccccc2C)nnc1SCC(=O)Nc1ccc2c(c1)OCCO2
  -2, 0.4, -8, nt, 4, -23, 2.6, 23, -3, nt
> Clc1ccc(-c2ccccc2)cn1
  7, 0.0, 7, 0.4, -3, -9, 3.3, 9, -2, 1.1
> COc1ccc(C)cc1NC(=O)CCCN1C(=O)C(c2ccccc2)Oc2cccnc21 (centres undefined)
  -12, -2.2, 6, -0.2, 3, 26, -1.1, -26, 1, 4.2
> CC(C)C(=O)Nc1cccc(-c2cnc3ccccc3n2)c1
  ?, -2.1, nt, 2.5, -2, 2, 3.2, -2, -4, 1.8
> CC(=O)Nc1ccc(C(=O)OCC(=O)c2cccc([N+](=O)[O-])c2)cc1
  3, -1.3, 5, -0.3, -2, -17, 3.0, 17, 4, 3.5
> CCOC(=O)c1c(NC(=O)C2CC2)sc2c1CC(C)(C)OC2
  31, -3.1, -1, 0.3, 3, nt, 3.5, nt, -1, 1.8
> COc1ccc2c(COC(=O)[C@@H]3CCCN3S(=O)(=O)c3ccc(Cl)cc3)cc(=O)oc2c1
  1, -1.7, -1, nt, 9, 17, -0.2, -17, -2, nt
> CC(C)CC(Nc1ncnc2scc(-c3ccccc3)c12)C(=O)O (centres undefined)
  -9, -1.3, 1, 0.3, 12, -28, 0.4, 28, -4, 1.8
> COc1ccccc1C(=O)COC(=O)/C(=C/c1ccccc1)NC(C)=O
  1, -1.6, 4, -3.5, -1, 23, 2.8, -23, -2, -3.5
